# Bioassay records as filed in PubChem BioAssay.
# OX1R antag-1: blocks the human orexin 1 receptor. O43613. AID 485270. inhibition, % at 6.6 µM. OX1R-expressing cells, FRET antagonist read-out. 330,000 compounds, 1.8% hits; in the data active = inhibition mostly above about 38%, no sharp cut-off; inactive = mostly below about 40%;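 note: 0% = agonist challenge alone and 100% = reference antagonist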
# Target sequence (O43613 whole entry, looked up): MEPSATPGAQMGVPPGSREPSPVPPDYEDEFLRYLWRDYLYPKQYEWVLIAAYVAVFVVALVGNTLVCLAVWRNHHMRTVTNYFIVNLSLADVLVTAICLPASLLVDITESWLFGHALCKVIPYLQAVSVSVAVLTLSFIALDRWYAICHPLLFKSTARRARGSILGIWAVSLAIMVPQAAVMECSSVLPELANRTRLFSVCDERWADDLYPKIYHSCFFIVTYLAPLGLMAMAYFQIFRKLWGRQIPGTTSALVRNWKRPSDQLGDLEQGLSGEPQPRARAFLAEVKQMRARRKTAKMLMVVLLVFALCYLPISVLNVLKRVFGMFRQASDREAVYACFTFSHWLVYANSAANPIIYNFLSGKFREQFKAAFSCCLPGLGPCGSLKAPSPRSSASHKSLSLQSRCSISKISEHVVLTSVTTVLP
# OX1R antag-2: blocks the human orexin 1 receptor. inhibition, % at 5 µM. 330,000 compounds, 0.43% hits. CHO/OX1R cells, Fluo-8 calcium fluorescence, orexin A. AID 434989;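 active = inhibition above its plate's threshold, mean inhibition of all tested compounds on the plate plus 3 SD, cut at about 37% in these data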;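 note: 0% = orexin A challenge wells and 100% = SB-334867-A antagonist wells; not every result past the cut was called active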
# Starred values were filed as active, the others as inactive.
OX1R antag-1,OX1R antag-2,SMILES
3,-10,O=C(CSc1ccccc1)Nc1nc2ccccc2[nH]1
-2,-4,COc1ccc(OCC(=O)N/N=C(\C)c2ccc(OC)cc2)cc1
-2,-4,Cc1ccc(S(=O)(=O)NC(CC(=O)O)c2ccc(F)cc2)cc1 (centres undefined)
2,11,CSc1ncccc1C(=O)OCC(=O)N1CCCC1
22,1,CC1=CC(=C2C(=O)c3ccccc3C2=O)C=C(C)O1
14,-15,COCCN(C(=O)c1snc(C(N)=O)c1N)C(C(=O)NC1CCCCC1)c1ccc(F)cc1 (centres undefined)
23,-16,Cc1ccc(C)c(N2CCN(C(=O)c3ccccc3Br)CC2)c1
5,-12,CC(C)C(=O)N[C@@H]1c2ccccc2CC[C@@H]1OCc1ccccc1
6,-14,COC(=O)c1ccc(NC(=O)CCN2CCN(Cc3ccccc3)CC2)cc1
9,-14,O=C(COC(=O)CCc1ccccc1)Nc1ccc(F)cc1Cl
12,-30,COc1ccccc1CNC(=O)Nc1cccs1
11,-13,CC(C)=CCCC1(C)C=Cc2c(ccc3c2[nH]c2cc(O)c(C)cc23)O1 (centres undefined)
19,-20,CCC(C)(C(=O)NC1CCCC1)N(Cc1ccco1)C(=O)Cc1cccs1 (centres undefined)
30,2,O=c1cc(C(F)(F)F)[nH]c2ccc(C(F)(F)F)cc12
6,-6,COCCCN(C(=O)c1cc2c(s1)CCC2)c1c(N)n(Cc2ccccc2)c(=O)[nH]c1=O
12,-19,COc1ccccc1N1CCN(C(=O)c2cc(-c3ccc(Br)cc3)on2)CC1
7,-2,[O-]/[N+](=C\c1ccc(OC(F)F)cc1)c1ccccc1
6,-23,O=C(CSc1nnc(CN2CCOCC2)n1-c1ccc(Cl)cc1)Nc1ccc2c(c1)OCO2
42,-7,O=C(Cc1c(F)cccc1Cl)Nc1ccccc1-c1ccccc1
6,-9,COCCCNC(=O)Cn1cnc2sc(C)c(S(=O)(=O)N3CCN(c4ncccn4)CC3)c2c1=O
12,-30,O=C(Nc1cccc(NC(=O)c2ccco2)c1)c1ccc2c(c1)OCCO2
-1,-5,NC(=O)C1CCN(C(=O)COc2cccc3ccccc23)CC1
2,-14,O=C(COC(=O)c1ccc(O)cc1O)NNC(=O)c1cccs1
19,5,CC1CC(C)CN(C(=S)Nc2ccc(SC(F)F)cc2)C1 (centres undefined)
5,0,CCCCc1nnc(NC(=O)CSc2nc(=O)cc(N)n2-c2cccc(C)c2)s1
25,-3,CCS(=O)(=O)CCSc1nc(C)cc(C)n1
13,-29,COCCN(Cc1cc2cc3c(cc2nc1Cl)OCO3)C(=O)c1ccc(C)cc1
20,-20,CN(C)S(=O)(=O)c1ccc(N2CCCC2)c(C(=O)NC2CCC(O)CC2)c1 (centres undefined)
20,-17,Brc1ccccc1OCCOc1cccc2cccnc12
17,-9,Cc1ccc(NC(=O)NNS(=O)(=O)c2ccc(Br)cc2)cc1
30,-39,CCN(CC(=O)Nc1cccc(S(=O)(=O)N2CCCC2)c1)CC(=O)Nc1ccccc1OC
18,-15,Cc1csc(=O)n1CC(=O)OCc1nnc(-c2ccccc2)o1
5,-11,O=C(COC(=O)c1ccccc1C(F)(F)F)NC(=O)NCc1ccco1
5,-21,CCOc1cc(Br)ccc1S(=O)(=O)N1CC(C)OC(C)C1 (centres undefined)
6,-16,CC(=O)c1ccc(Oc2nc3c(c(=O)n(C)c(=O)n3C)n2C)cc1
5,-7,CCOc1ccc(S(=O)(=O)NCCC(=O)OCC(=O)c2ccc[nH]2)cc1
5,-2,Cn1c(=O)cc(OCC(=O)NCc2ccccn2)c2ccccc21
15,-5,CC1CCC(C(C)C)C(OC(=O)Cn2c(-c3ccc(F)cc3)[n+](C)c3ccccc32)C1 (centres undefined)
8,-13,CCc1ccc2nc(N(CCCN(C)C)C(=O)c3ccc(S(=O)(=O)N4CCCc5ccccc54)cc3)sc2c1
17,-39,COCCNC(=O)C(c1cccs1)N(Cc1ccccc1)C(=O)Cn1nnc2ccccc21 (centres undefined)
53,-10,Cc1cc(NC(=O)c2ccc3c(c2)C(=O)N(C)C3=O)no1
24,-18,COc1ccccc1-n1ccnc(SCC(=O)NCCc2ccccc2)c1=O
7,-9,O=C(O)/C(CC(=O)c1ccc(Cl)cc1)=N/Nc1ccc([N+](=O)[O-])cc1[N+](=O)[O-]
15,-20,CCOC(=O)N1CCN(S(=O)(=O)c2cc([N+](=O)[O-])c(C)cc2C)CC1
7,-15,O=c1c2ccccc2nnn1CSc1ncnc2ccccc12
-2,-13,CCCc1cc(NC(=O)CCl)n(-c2ccccc2)n1
4,-9,O=C(NCCC(=O)N1CCN(Cc2c(F)cccc2Cl)CC1)c1ccc(Cl)cc1
0,63*,CC(C)(C)C(=O)NC(=S)NNC(=O)c1ccc(Cl)cc1Cl
23,-23,CCCC(C(=O)c1ccccc1)n1cncn1 (centres undefined)
7,4,O=C(c1ccc(-c2nnc(-c3ccccc3)o2)cc1)N1CCCCCC1
8,-2,CN(c1ccccc1)S(=O)(=O)c1ccccc1Br
1,-29,CCOC(=O)c1c(CN(C)C)n(C)c2c(O)c(N=NC(N)=O)c3ccc(Br)cc3c12
13,-8,COc1ccc(-n2c(=O)cc(N3CCc4ccccc43)[nH]c2=O)cc1
5,-37,Cc1nc2c(C(=O)NCc3ccc4c(c3)OCO4)cnn2c(C)c1Cc1ccc(F)cc1Cl
-5,3,C/C(=N\N1C(=O)CSC1=S)c1ccc(Br)cc1
19,-10,CCOC(=O)C1CSC(CC(=O)Nc2ccc(OC(F)(F)F)cc2)C(=O)N1 (centres undefined)
5,-7,O=C(COC(=O)COc1cccc(C(F)(F)F)c1)NC1CCS(=O)(=O)C1 (centres undefined)
12,-13,COc1cccc(C(=O)CSc2nc3ccccc3n2CC(=O)N2CCOCC2)c1
14,-36,CCC(=O)N(CCC(c1ccccc1)c1ccco1)Cc1cccs1 (centres undefined)
5,-9,O=C(COC(=O)c1cccc(O)c1)Nc1nnc(-c2ccccc2)o1

# Structures listed so far that contain a furan ring, fused or not (4):
OX1R antag-1,OX1R antag-2,SMILES
19,-20,CCC(C)(C(=O)NC1CCCC1)N(Cc1ccco1)C(=O)Cc1cccs1 (centres undefined)
12,-30,O=C(Nc1cccc(NC(=O)c2ccco2)c1)c1ccc2c(c1)OCCO2
5,-11,O=C(COC(=O)c1ccccc1C(F)(F)F)NC(=O)NCc1ccco1
14,-36,CCC(=O)N(CCC(c1ccccc1)c1ccco1)Cc1cccs1 (centres undefined)

# (more compounds)
OX1R antag-1,OX1R antag-2,SMILES
17,-20,O=[N+]([O-])c1cccc(-c2cn(-c3ccccc3)c(=S)[nH]2)c1
24,-21,NS(=O)(=O)c1ccc(CCNC(=O)COC(=O)CC(c2ccccc2)c2ccccc2)cc1
8,-14,Cc1cc(=O)oc2c(CN3CCC(C)CC3)c(O)c(Cl)cc12
48,-30,CN(CC(=O)N1CCN(Cc2ccccc2)CC1)S(=O)(=O)c1cccc2nsnc12
0,-23,COc1ccccc1C(=O)NCC(=O)OCC(=O)c1ccc2c(c1)-c1ccccc1C2
39,-17,Clc1cccc(Nc2nc(-c3cccnc3)cs2)c1
4,-22,CCOC(=O)c1ccccc1NC(=O)COC(=O)CCC1CCCC1
16,0,COc1cc(/C=C(/NC(=O)c2ccccc2Cl)C(=O)O)cc(OC)c1OC
36,-5,O=C(NNC(=O)c1ccccc1[N+](=O)[O-])c1ccco1
41,-1,C=CCN=C(C)C1=C(O)C(C)OC1=O (centres undefined)
12,-2,CCOC(=O)c1ccc(S(=O)(=O)N2CCN(C(C)=O)CC2)cc1
1,-38,COC(=O)C1=C(NC(=O)c2ccc(C)c(C)c2)CCS1
-2,-21,CC1CN(CCOc2cccc(Oc3ccccc3)c2)CC(C)O1 (centres undefined)
13,-22,CCCN(C(=O)COC(=O)CC1CCCCC1)c1c(N)n(Cc2ccccc2)c(=O)[nH]c1=O
7,-19,CC1=CC(C)=Nc2ccccc2N1
11,-33,C=CCn1c(SCC(=O)OCc2ccccc2)nc2c1c(=O)n(C)c(=O)n2C
2,-19,CSCc1cccc(C(=O)OC(C)C(=O)Nc2c(C)n(C)n(-c3ccccc3)c2=O)c1 (centres undefined)
18,-22,O=C(COC(=O)CNC(=O)c1ccc(Cl)c([N+](=O)[O-])c1)NNC(=O)c1ccccc1F
6,-20,CCN(CC)S(=O)(=O)c1ccc(N2CC(C(=O)NCCc3ccc(Cl)cc3)CC2=O)cc1 (centres undefined)
17,-20,O=c1cc(CN2CCN(S(=O)(=O)c3ccccc3)CC2)nc2ccc(Cl)cn12
0,-4,Cc1ccc(C(=O)N/C(=C\c2ccccc2)C(=O)NCC2CCCO2)cc1 (centres undefined)
5,-1,CCOC(=O)c1ccc(NC(=O)CC2S/C(=N/N=C3/NC(=O)CS3)NC2=O)cc1 (centres undefined)
19,-13,Cc1ccc2c(c1)cc1c(=O)[nH]ncn12
21,4,O=C(CCn1ccnc1)Nc1cc(Cl)ccc1O
21,-25,COc1ccc(S(=O)(=O)N2CCc3ccccc32)cc1C(=O)N1CCOCC1
4,-5,Cc1ccc2nc(SCc3cn4cccnc4n3)[nH]c2c1
11,13,COc1ccc(C)cc1S(=O)(=O)NCCc1ccccc1
-1,9,Cc1ccc(NC(=O)COc2ccc(C3SCCS3)cc2)cc1
8,-5,O=C(NCc1n[nH]c(=S)n1-c1ccccc1)c1ccc(S(=O)(=O)N2CCOCC2)cc1
16,-17,O=C(NCCC1CCCCN1S(=O)(=O)c1ccccc1)C(=O)NC1CCCC1 (centres undefined)
24,3,S=c1[nH]c(-c2ccccc2)cn1/N=C/c1cccnc1
4,-5,CCN(CC(=O)NCc1cccs1)S(=O)(=O)c1ccc(NC(C)=O)cc1
2,-25,COc1cc2c(cc1OC)C(COc1ccc(F)cc1)N(C(=O)c1ccco1)CC2 (centres undefined)
8,-10,COc1ccccc1/C=C/c1onc(C)c1S(=O)(=O)N1CCC(C(=O)NC(C)C)CC1
9,-17,COc1cc(C)ccc1OCC(=O)Nc1nnc(C2CC2)s1
6,8,CC(C)(C)OC(=O)C[C@H]1C/C=C\C[C@H](CC(=O)NCCO)C(=O)NC[C@@H](c2ccccc2)OC1=O
-1,-38,Cc1csc(=O)n1CC(=O)OC(C)C(=O)Nc1ccc(F)c(F)c1F (centres undefined)
3,-7,CCCOc1ccc(-c2nc(-c3ccc([N+](=O)[O-])cc3)cs2)cc1
8,-22,CCCCCN(C(=O)CCC(=O)OCC(=O)c1cccc(OC)c1)c1c(N)n(CCCC)c(=O)[nH]c1=O
30,0,Cc1ccc(-c2cc(C(=O)NCCc3ccccn3)c3ccccc3n2)c(C)c1
8,-11,COc1ccc(N2CCN(C(=O)c3ccc(CS(=O)(=O)c4ccc(Br)cc4)o3)CC2)cc1
13,-13,O=S(=O)(c1cccc(-c2nc3n(n2)Cc2ccccc2-3)c1)N1CCCC1
1,-9,Fc1ccc(COc2ccc(Cl)cc2/C=N/Nc2nc(N3CCCC3)nc(N3CCCC3)n2)cc1
7,-24,CC(C)NS(=O)(=O)c1ccc(CCC(=O)N2CCCCC2)cc1
64,-14,Cc1cccn2c(=O)c3cc(C(N)=S)c(=N)n(CCCN4CCOCC4)c3nc12
11,-5,Cc1cc(C)cc(C(=O)NCCC(=O)NCc2cc(=O)n(C)c(=O)n2C)c1
15,-15,O=C1CN(S(=O)(=O)c2ccc(Cl)cc2)CC(=O)N1CCc1ccccc1
12,-28,COc1ccc(Cl)cc1CN1CCN(c2nc(C)cc(C)c2C#N)CC1

# Seven structures out of the list, arranged by count of non-hydrogen atoms, rising.
OX1R antag-1,OX1R antag-2,SMILES
3,-7,CCCOc1ccc(-c2nc(-c3ccc([N+](=O)[O-])cc3)cs2)cc1
-1,-38,Cc1csc(=O)n1CC(=O)OC(C)C(=O)Nc1ccc(F)c(F)c1F (centres undefined)
12,-28,COc1ccc(Cl)cc1CN1CCN(c2nc(C)cc(C)c2C#N)CC1
11,-5,Cc1cc(C)cc(C(=O)NCCC(=O)NCc2cc(=O)n(C)c(=O)n2C)c1
64,-14,Cc1cccn2c(=O)c3cc(C(N)=S)c(=N)n(CCCN4CCOCC4)c3nc12
1,-9,Fc1ccc(COc2ccc(Cl)cc2/C=N/Nc2nc(N3CCCC3)nc(N3CCCC3)n2)cc1
8,-22,CCCCCN(C(=O)CCC(=O)OCC(=O)c1cccc(OC)c1)c1c(N)n(CCCC)c(=O)[nH]c1=O

# Other entries
OX1R antag-1,OX1R antag-2,SMILES
10,-9,Cc1ccc(S(=O)(=O)N2[C@@H](c3ccc4c(c3)OCO4)C(C(=O)O)=C[C@H]2C(C)(C)C)cc1
4,-21,COc1ccc(C(CC(=O)c2ccccc2)C2CCCCC2=O)cc1 (centres undefined)
26,-18,COc1ccccc1N(CC(O)CN1C(C)CCCC1C)S(=O)(=O)c1ccccc1 (centres undefined)
12,-11,COC(=O)COc1ccc(S(=O)(=O)Nc2ccccc2C(=O)OC)cc1
10,-7,O=C1NCCCC1C(=O)NCCN1C(=O)CCC1=O (centres undefined)
22,-17,Cc1c(NC(=O)COC(=O)c2ccccc2Cl)c(=O)n(-c2ccccc2)n1C
19,-8,Oc1c(CN2CCN(c3ccccc3)CC2)cc(Br)c2cccnc12
26,-27,O=C(Nc1c(F)cccc1F)c1cnc(N2CCN(c3ccccn3)CC2)c2ccccc12
16,14,O=C(O)c1cc(C(=O)C2CC2)c[nH]1
10,-3,Cc1ccc(S(=O)(=O)N2CCCOC2CNC(=O)C(=O)NCc2ccncc2)cc1 (centres undefined)
12,-21,O=C(Nc1nc(-c2ccc(Cl)cc2Cl)cs1)c1ccc(OCC2CCCO2)cc1 (centres undefined)
4,-5,O=C(CSc1nnc(-c2ccccc2F)o1)N1CCCC1
7,-16,O=C(c1ccc2nc(N3CCOCC3)sc2c1)N1CCN(C(=O)c2ccco2)CC1
9,-1,O=c1oc(CCCO)cc2ccc(/C=C/c3cccc([N+](=O)[O-])c3)cc12
4,-30,CCN(CC)C(=O)c1cn(-c2cccc(OC)c2)c(=O)c2ccccc12
